PAFAH2 FP inh = inhibitors of human PAFAH2. Q99487. recombinant PAFAH2, FP-rhodamine activity probe, fluorescence polarization. inhibition, % at 3.39 µM. 340,000 tested, 0.99% active. AID 492956;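 active means inhibition above the mean over all tested compounds plus 3 SD, cut at about 30% in these data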;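 further: inhibitors block probe labeling of enzyme so polarization drops; 0% = enzyme with DMSO and 100% = wells lacking PAFAH2 protein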
PREPL inh = inhibits the human prolyl oligopeptidase-like enzyme; AID 2751; 320,000 tested, 0.68% active; recombinant PREPL, fluorescence polarization activity-based probe; inhibition, % at 5.96 µM; in the data active means inhibition above about 43%;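 further: 0% = enzyme with DMSO and 100% = wells lacking enzyme; many of its hits are not listed in these tables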
PAFAH1B2 FP inh = inhibitors of human PAFAH1B2; P68402; recombinant PAFAH1B2, FP-rhodamine activity probe, fluorescence polarization; inhibition, % at 3.39 µM; 340,000 tested, 1.2% active;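 active means inhibition above the mean of all tested compounds plus 3 SD, cut at about 24% in these data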;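 further: 0% = enzyme with DMSO and 100% = wells lacking PAFAH1B2; many of its hits are not listed in these tables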
Target sequence (P68402 whole entry, looked up): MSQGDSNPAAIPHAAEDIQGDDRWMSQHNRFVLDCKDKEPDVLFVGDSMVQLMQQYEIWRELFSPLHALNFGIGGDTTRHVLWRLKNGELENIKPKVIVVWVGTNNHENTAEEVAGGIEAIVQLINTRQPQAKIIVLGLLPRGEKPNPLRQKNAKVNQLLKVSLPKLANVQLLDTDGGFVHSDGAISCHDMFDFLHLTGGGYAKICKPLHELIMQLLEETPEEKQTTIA
PAD4 FP inh = blocks human protein arginine deiminase 4; Q9UM07; 330,000 tested, 0.41% active; recombinant PAD4, RCA probe fluorescence polarization; inhibition, % at 6.36 µM; AID 485272;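 active means percent inhibition above a cutoff equal to the mean of all tested compounds plus 3 SD, cut at about 15% in these data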;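 further: 0% = PAD4 with RCA probe and DMSO and 100% = probe without PAD4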
PAFAH1B3 inh = PAFAH1B3 (human) inhibition. recombinant PAFAH1B3, FP-rhodamine probe, fluorescence polarization. inhibition, % at 3.39 µM. 340,000 tested, 0.28% active;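 active means inhibition above the screen-wide average of all tested compounds plus 3 SD, cut at about 25% in these data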;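 further: 0% = enzyme with DMSO only and 100% = wells lacking PAFAH1B3 protein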
Target sequence (Q15102 whole entry, looked up): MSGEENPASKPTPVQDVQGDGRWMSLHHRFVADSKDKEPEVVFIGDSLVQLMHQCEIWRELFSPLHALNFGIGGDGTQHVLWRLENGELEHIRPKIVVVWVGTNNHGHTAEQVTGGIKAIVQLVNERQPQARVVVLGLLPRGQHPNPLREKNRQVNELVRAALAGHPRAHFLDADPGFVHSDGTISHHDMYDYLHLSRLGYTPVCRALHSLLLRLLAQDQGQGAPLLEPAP
pPAFAH inh = inhibitors of human plasma PAF acetylhydrolase (pPAFAH); recombinant pPAFAH, FP-rhodamine probe fluorescence polarization; inhibition, % at 3.39 µM; AID 463082; Q13093; 330,000 tested, 1.5% active;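 active means inhibition above the mean inhibition across the screen plus 3 SD, cut at about 25% in these data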;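 further: inhibitors block binding of the rhodamine activity-based probe so polarization drops; 0% = enzyme with DMSO and 100% = wells lacking pPAFAH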
LYPLA1 inh = counter-screen for PME1 inhibitors: inhibitors of human LYPLA1. O75608. inhibition, % at 5.9 µM. recombinant LYPLA1, FP-Rh probe fluorescence polarization. 320,000 tested, 0.16% active;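 active means inhibition above the mean of all tested compounds plus 3 SD, set per campaign, cut at about 14% in these data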;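 further: inhibitors block serine hydrolase probe labeling of LYPLA1 so polarization falls; 0% = enzyme with DMSO and 100% = wells lacking LYPLA1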
Target sequence (O75608 whole entry, looked up): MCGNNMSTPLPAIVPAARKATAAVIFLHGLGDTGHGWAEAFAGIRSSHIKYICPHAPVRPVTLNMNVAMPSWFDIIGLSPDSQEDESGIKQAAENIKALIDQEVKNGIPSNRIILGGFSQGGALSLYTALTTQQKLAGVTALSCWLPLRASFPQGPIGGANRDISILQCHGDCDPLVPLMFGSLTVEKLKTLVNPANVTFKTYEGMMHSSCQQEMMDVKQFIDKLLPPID
LYPLA2 inh = blocks human lysophospholipase 2, a PME1 counter-screen. O95372. recombinant LYPLA2, FP-Rh probe fluorescence polarization. inhibition, % at 5.9 µM. 320,000 tested, 0.38% active;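 active means inhibition above the screen-wide mean plus 3 SD, limit set per campaign, cut at about 26% in these data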;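 further: 0% = LYPLA2 with DMSO and 100% = wells lacking LYPLA2 enzyme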
Target sequence (O95372 whole entry, looked up): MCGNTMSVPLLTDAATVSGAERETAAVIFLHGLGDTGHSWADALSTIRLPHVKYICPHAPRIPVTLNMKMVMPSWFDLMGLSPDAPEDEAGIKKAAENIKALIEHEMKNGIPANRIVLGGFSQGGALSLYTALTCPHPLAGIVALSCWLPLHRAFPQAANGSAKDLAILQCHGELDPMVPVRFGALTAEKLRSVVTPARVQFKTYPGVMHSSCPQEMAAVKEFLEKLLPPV
GSTO1 inh = blocks human GSTO1 in RBBP9 counter-screen | 300,000 tested, 1.1% active | recombinant GSTO1, activity-based probe fluorescence polarization | inhibition, % at 5.96 µM | AID 1974 | P78417;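 active means inhibition above the campaign mean inhibition plus 3 SD, cut at about 35% in these data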;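 further: 0% = GSTO1-1 with DMSO and 100% = wells lacking GSTO1-1 enzyme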
* hit, by the source's call; · = not tested or not shown.

SMILES	PAFAH2 FP inh	PREPL inh	PAFAH1B2 FP inh	PAD4 FP inh	PAFAH1B3 inh	pPAFAH inh	LYPLA1 inh	LYPLA2 inh	GSTO1 inh
CCN1CCN(S(=O)(=O)c2ccc(Cl)c(C(=O)NC(C)c3ccccc3Cl)c2)CC1 (configuration not stated)	9	11	3	3	3	7	-1	1	-10
Cc1cc2c(cc1C)NC(c1cccnc1)C1=C(CC(C)(C)CC1=O)N2 (configuration not stated)	2	6	-1	1	4	-1	1	1	-2
COCCOC1CCN(C(=O)C2CCC(=O)N(CCc3ccccc3)C2)CC1 (configuration not stated)	-7	-8	-1	-5	3	-9	-5	-1	-3
CC(C)(C)NC(=O)NC(=O)CSc1nnc(COc2ccccc2Cl)o1	-2	2	7	0	3	5	4	4	36*
COc1ccc(N2CCN(C3CCCN(Cc4cccc(C)c4)C3)CC2)cc1 (configuration not stated)	-5	-13	2	-2	2	1	2	7	0
Cc1ccc(N2C(=O)N(CC(=O)Nc3ccc(F)c(F)c3)C(=O)C2C)cc1 (configuration not stated)	3	0	-1	2	4	4	-2	2	8
CCCCC1=C([O-])C2N=CC=CC2=[N+](c2ccccn2)C1=O (configuration not stated)	-1	23	2	2	1	-1	4	9	4
COCCCNC(=O)CC1C[C@H](C(=O)N2CCOCC2)[C@@]2(CCC3CCCC3)c3[nH]c4ccc(OC)cc4c3CCN2C1=O (some centres not stated)	5	·	0	-4	9	2	·	·	·
O=C(O)C(Sc1ccncn1)c1ccccc1 (configuration not stated)	-1	12	5	0	-2	2	-2	1	4
CC1CCCN(CC(O)COc2ccc(-c3ccccc3)cc2)C1 (configuration not stated)	-1	30	2	1	-4	4	-5	-4	3
Cc1cc(C(=O)CSc2nnnn2C)c(C)n1-c1cccc(F)c1	-2	5	1	1	7	5	-1	0	34
Cc1cccc(NC(=O)c2ccc(S(=O)(=O)N3CC(C)OC(C)C3)cc2)n1 (configuration not stated)	3	-7	-5	0	2	-2	0	3	2
CCOc1ccc(OCC(=O)N2CCOCC2)cc1	0	-1	-2	0	7	6	0	-5	-2
Cc1ccc(-c2nc3c(c(SCC(=O)N4CCOCC4)n2)COC(C)(C)C3)cc1	-1	9	3	-2	5	2	-2	-1	-1
COc1cccc(CNC(=O)CCC2CCCN(C(=O)c3cccnc3SC)C2)c1 (configuration not stated)	2	3	-1	-5	2	8	-3	-3	1
N#Cc1nc(-c2ccccc2)oc1NCc1ccco1	-1	2	3	0	-3	4	-1	2	-6
CCn1c(SCC(N)=O)nnc1C(C)C	9	1	1	3	5	4	0	3	-2
CC(C)[C@H](NC(N)=O)C(=O)Nc1cccc(S(=O)(=O)N2CCOCC2)c1	3	10	-1	4	2	0	-2	6	3
CC1(C)CC(NS(=O)(=O)c2ccc(C(C)(C)C)cc2)CC(C)(C)N1	-6	-5	-3	1	3	-1	-2	1	6
CCN(CC)C(=O)Cn1cnc2sc(C(=O)N3CCN(c4ccc(F)cc4)CC3)c(C)c2c1=O	-3	1	5	1	-2	2	2	7	7
CN1CCN(c2nc(N3CCN(CCO)CC3)nc3ccccc23)CC1	15	2	7	-2	0	3	0	0	7
CC(=O)N1[C@H](C)C=C[C@]1(Cc1ccccc1)C(=O)O	-1	-7	4	0	1	5	-3	4	-4
Cc1ccc(Cn2ccsc2=NC(=O)COC(=O)c2ccc(NC(=O)CC#N)cc2)cc1	-8	-83	-2	-17	-5	7	-8	-6	-76
COc1ccc(CCN(Cc2ccccn2)C(=S)Nc2ccccc2Cl)cc1OC	5	-5	2	-2	1	5	7	11	-3
COc1ccc(NS(=O)(=O)c2cc(NC(=O)c3ccc(=O)[nH]n3)ccc2N2CCOCC2)cc1	6	-3	-3	-4	3	0	-6	-8	·
Cc1ccc(Nc2c(-c3ccccn3)nc3cc(C)ccn23)cc1	5	74*	1	1	4	10	5	1	27
CC[C@@]1(C(=O)OC)N[C@H](CN(C)S(=O)(=O)c2ccc(C(C)(C)C)cc2)[C@@H]2C(=O)N(Cc3ccccc3)C(=O)[C@@H]21	-4	8	0	-3	10	3	·	·	·
O=C(Nc1cccnc1)c1ccc2c(c1)C(=O)N(Cc1cccnc1)C2=O	-15	10	-2	1	5	2	-1	2	-5
COc1cccc(NC(=O)CN(C)C(C)C(=O)Nc2ccc(C#N)cc2)c1 (configuration not stated)	-2	-5	0	0	0	3	-3	2	11
Cc1ccc(N2C(=O)N(CC(=O)Nc3cc(Cl)ccc3C)C(=O)C2C)cc1 (configuration not stated)	-6	-2	-2	-4	7	5	0	3	0

In another format: entries from further up
Values in the order – PAFAH2 FP inh	PREPL inh	PAFAH1B2 FP inh	PAD4 FP inh	PAFAH1B3 inh	pPAFAH inh	LYPLA1 inh	LYPLA2 inh	GSTO1 inh
> Cc1ccc(Nc2c(-c3ccccn3)nc3cc(C)ccn23)cc1
→ 5	74*	1	1	4	10	5	1	27
> Cc1ccc(N2C(=O)N(CC(=O)Nc3cc(Cl)ccc3C)C(=O)C2C)cc1 (configuration not stated)
→ -6	-2	-2	-4	7	5	0	3	0

Later entries.
SMILES	PAFAH2 FP inh	PREPL inh	PAFAH1B2 FP inh	PAD4 FP inh	PAFAH1B3 inh	pPAFAH inh	LYPLA1 inh	LYPLA2 inh	GSTO1 inh
CN1c2ccccc2N(C)C1(C)c1ccccc1	7	20	0	-4	5	5	-1	-3	50*
COc1cc(/C=C2\SC(=Nc3ccc(O)cc3)NC2=O)cc(OC)c1OC	·	12	·	-1	·	5	3	10	0
Cn1nc(C(=O)NCCOc2ccccc2)c2ccccc2c1=O	-1	2	1	-3	7	4	4	6	11
CC1CCN(S(=O)(=O)c2ccc(NC(=O)CNC3CCCCC3)cc2)CC1	-1	5	20	-2	-8	1	0	2	0
COc1ccc([N+](=O)[O-])cc1NC(=S)NC(NC(C)=O)C(Cl)(Cl)Cl (configuration not stated)	3	5	2	-4	4	-1	-6	3	8
COC(=O)c1ccc(-n2c(C)cc(/C=N/Nc3nc(C)cc(=O)[nH]3)c2C)cc1	4	29	1	2	7	67*	4	6	14
O=C(CNc1ccccc1F)N/N=C/C1CC=CCC1 (configuration not stated)	-5	1	2	-3	10	1	-3	-5	8
CCN(CC)C(C(=O)NC1CCCCC1)c1ccc(C)cc1 (configuration not stated)	-5	2	4	2	-3	1	1	-3	9
O=C(O)c1ccccc1COc1ccccc1Cl	-2	10	6	1	10	3	2	2	2
NS(=O)(=O)c1ccc(CNC(=O)c2csc3c2CCCC3)cc1	2	4	1	-4	2	3	-2	1	6
O=C(COC(=O)c1cc(=O)[nH]c2ccccc12)NCc1cccs1	-4	10	5	-6	2	5	-2	-3	10
C(=N\N1CCN(c2ccccn2)CC1)/c1ccco1	8	10	6	1	12	0	1	-1	7
Cc1cc2c(cc1S(=O)(=O)NC1CCCCC1C)OCC(=O)N2 (configuration not stated)	3	-8	1	0	9	5	-1	1	3
CN(C)c1cc(-c2ccccc2)nc(-c2ccccc2)n1	-3	3	-4	-1	4	0	-4	-3	2
O=C(CCCC(=O)N1CCCC1)N1CCCC1	-3	4	2	0	-4	1	1	5	2
COc1ccccc1NC(=O)CCN1C(=O)C2CC=C(Cl)CC2C1=O (configuration not stated)	1	2	4	3	6	4	3	1	2
CCNC(=O)NC(=O)c1csc([N+](=O)[O-])c1	6	-7	6	-2	6	3	1	-1	-9
COc1cc(/C=N/NC(=O)Cn2cnc3c2c(=O)n(C)c(=O)n3C)ccc1O	5	4	6	-4	-1	2	-1	1	7
O=C(COC(=O)c1nc(Cl)ccc1Cl)NC1CCS(=O)(=O)C1 (configuration not stated)	-1	12	4	3	10	1	0	2	-10
C[C@H](NC(=O)c1ccco1)C(=O)NCCc1ccc(S(N)(=O)=O)cc1	14	17	4	3	10	3	2	8	7
O=C1c2ccccc2C(=O)N1CC1c2ccccc2CCN1C(=O)N1CCOCC1 (configuration not stated)	5	8	6	-2	0	5	0	-3	4
Cc1ccc(NC(=S)NC(=O)C2CC2)c(C)c1	-2	0	3	2	7	2	-2	3	-4
CN(C)c1ccc(/C=N/NC(=O)C(O)(c2ccccc2)c2ccccc2)o1	9	11	3	-2	5	6	-4	4	17
COc1ccc(C(C)(C)C)cc1NC(=O)c1ccoc1C	1	-10	1	0	4	3	3	1	-1
CCOc1ccc(CCN2C(=O)C3C4CCC(O4)C3C2=O)cc1OCC (configuration not stated)	-8	1	1	3	4	0	-3	3	·
C=CCn1c(SCCC)nc(O)cc1=O	-7	9	5	1	2	14	0	9	10
O=C(COC(=O)c1ccc[n+]([O-])c1)Nc1ccccc1OC(F)F	-2	8	9	5	5	2	·	·	·

Compounds from the list above that have an aryl methoxy group (eleven):
SMILES	PAFAH2 FP inh	PREPL inh	PAFAH1B2 FP inh	PAD4 FP inh	PAFAH1B3 inh	pPAFAH inh	LYPLA1 inh	LYPLA2 inh	GSTO1 inh
COc1ccc(N2CCN(C3CCCN(Cc4cccc(C)c4)C3)CC2)cc1 (configuration not stated)	-5	-13	2	-2	2	1	2	7	0
COCCCNC(=O)CC1C[C@H](C(=O)N2CCOCC2)[C@@]2(CCC3CCCC3)c3[nH]c4ccc(OC)cc4c3CCN2C1=O (some centres not stated)	5	·	0	-4	9	2	·	·	·
COc1cccc(CNC(=O)CCC2CCCN(C(=O)c3cccnc3SC)C2)c1 (configuration not stated)	2	3	-1	-5	2	8	-3	-3	1
COc1ccc(CCN(Cc2ccccn2)C(=S)Nc2ccccc2Cl)cc1OC	5	-5	2	-2	1	5	7	11	-3
COc1ccc(NS(=O)(=O)c2cc(NC(=O)c3ccc(=O)[nH]n3)ccc2N2CCOCC2)cc1	6	-3	-3	-4	3	0	-6	-8	·
COc1cccc(NC(=O)CN(C)C(C)C(=O)Nc2ccc(C#N)cc2)c1 (configuration not stated)	-2	-5	0	0	0	3	-3	2	11
COc1cc(/C=C2\SC(=Nc3ccc(O)cc3)NC2=O)cc(OC)c1OC	·	12	·	-1	·	5	3	10	0
COc1ccc([N+](=O)[O-])cc1NC(=S)NC(NC(C)=O)C(Cl)(Cl)Cl (configuration not stated)	3	5	2	-4	4	-1	-6	3	8
COc1ccccc1NC(=O)CCN1C(=O)C2CC=C(Cl)CC2C1=O (configuration not stated)	1	2	4	3	6	4	3	1	2
COc1cc(/C=N/NC(=O)Cn2cnc3c2c(=O)n(C)c(=O)n3C)ccc1O	5	4	6	-4	-1	2	-1	1	7
COc1ccc(C(C)(C)C)cc1NC(=O)c1ccoc1C	1	-10	1	0	4	3	3	1	-1

Assay outcomes deposited in PubChem BioAssay by The Scripps Research Institute Molecular Screening Center.

Only part of the results is shown. The share of hits here may be higher or lower than overall.
